# EPAC1 ag: agonists of human EPAC1; EPAC1 agonist qHTS, biochemical assay; response scale: 100% = response to 6.5 mM cAMP; 360,000 tested, 0.073% active; Potency, µM (series often up to 154 µM), without a hit: top-dose activation, usual class: activators; also: potency is read from the fitted curve at half-maximal effect; nearly all actives have a fitted effect of over 60% in size
#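 Nucleotide exchange assay: 100 nM EPAC1 with 250 nM Rap1B loaded with BODIPY-GDP and 50 uM GDP, room temperature. Fluorescence (480/540 nm) read every 5 min for 30 min; signal change normalized to 6.5 mM cAMP as full agonist.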
# EPAC1 antag: EPAC1 (human) antagonism. EPAC1 GEF assay, Rap1b-BODIPY-GDP exchange fluorescence. Potency, µM (titrated, usually from 115 µM), for inactives: at the highest dose activity change, negative = inhibition, most hits filed as inhibitors. 360,000 tested, 0.14% active. AID 720709;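 also: potency is read from the fitted curve at half-maximal effect; plate controls were vehicle for no effect and positive control for full effect; nearly all actives have a fitted effect of over 50% in size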
# PLK1 PBD block: inhibitors of human PLK1 polo-box domain binding; P53350; Plk1 PBD binding of FITC phosphopeptide, fluorescence polarization; Potency, µM, without a hit: max response, negative = inhibition, usual class: inhibitors; 360,000 tested, 2.8% active; also: potency is read from the fitted curve at half-maximal effect; series mostly up to about 57 µM; % is scaled to controls: 0 for no effect and ±100 for the full control effect; nearly all actives have a fitted effect of over 65% in size
# GLP-1R agonist: agonists of human GLP-1 receptor; P43220; HEK293 GLP-1R CRE-luciferase, luminescence, 4-6 h; cells express a hypersensitive GLP-1R form; Potency, µM (top dose mostly 45.6 µM), inactives show at the top dose activation, usual class: activators; 380,000 tested, 0.007% active; also: potency is read from the fitted curve at half-maximal effect; % of control where 0% means no effect
# PI5P4K alpha inh: PI5P4K alpha (human) kinase inhibition; P48426; PI5P4Kalpha enzyme, ADP-Glo luminescence, 60 min; hits give low values; max response, %; 330,000 tested, 1.2% active; active = max response of -50% or lower; inconclusive = between -30% and -50%; inactive = -30% or higher; also: value at the top dose of about 77 µM; % is scaled to controls: 0 for no effect and ±100 for the full control effect
# Target sequence (P48426 whole entry, looked up): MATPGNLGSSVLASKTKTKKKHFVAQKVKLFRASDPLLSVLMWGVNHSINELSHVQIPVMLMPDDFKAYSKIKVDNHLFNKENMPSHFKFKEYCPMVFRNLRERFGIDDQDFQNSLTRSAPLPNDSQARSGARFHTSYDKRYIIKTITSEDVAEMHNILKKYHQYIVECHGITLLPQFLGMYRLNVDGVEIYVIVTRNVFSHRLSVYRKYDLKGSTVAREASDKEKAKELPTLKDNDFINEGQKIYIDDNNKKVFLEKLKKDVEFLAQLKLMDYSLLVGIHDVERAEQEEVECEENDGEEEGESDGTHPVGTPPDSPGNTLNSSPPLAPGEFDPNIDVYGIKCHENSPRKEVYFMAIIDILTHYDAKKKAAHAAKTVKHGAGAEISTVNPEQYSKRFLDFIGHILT
#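 Compounds were pin-transferred onto PI5P4Kalpha and substrate in HEPES pH 7.4 buffer with EGTA, CHAPS and 5% DMSO. ATP (5 microM final) started the reaction, which ran 60 minutes at room temperature before ADP-Glo detection.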
# IL-2 act: IL-2 activation. 360,000 tested, 0.065% active. IL-2 activation reporter assay, cell-based qHTS; stimulated with anti-CD3/CD4/CD28 beads; in transgenic mouse T cells. AID 652025. activation, % (series mostly up to about 46 µM); in the data active = activation above about 50%; inconclusive = mostly about 30% to 49%; also: 0% is about no effect
#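 Using fluorescent plate cytometry, EGFP and DsRed are detected in transgenic mouse T cells stimulated 18 h at 37 degrees C with antibody-coated beads after 60 min compound pretreatment.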
# PTHR1 agonist: PTHR1 (human) receptor agonism | Q03431 | HEK293 GP2 PTHR1 cells, GloSensor cAMP luminescence, 1 h | 410,000 tested, 0.075% active | Potency, µM (series often up to 115 µM), for the others: at the top dose activation, usual class: activators | AID 743266; also: potency is read from the fitted curve at half-maximal effect; nearly all actives have a fitted effect of over 55% in size; some results filed as inactive show a strong effect at the top dose; inactives centre near -15; many of its hits are not listed in these tables
# Target sequence (Q03431 whole entry, looked up): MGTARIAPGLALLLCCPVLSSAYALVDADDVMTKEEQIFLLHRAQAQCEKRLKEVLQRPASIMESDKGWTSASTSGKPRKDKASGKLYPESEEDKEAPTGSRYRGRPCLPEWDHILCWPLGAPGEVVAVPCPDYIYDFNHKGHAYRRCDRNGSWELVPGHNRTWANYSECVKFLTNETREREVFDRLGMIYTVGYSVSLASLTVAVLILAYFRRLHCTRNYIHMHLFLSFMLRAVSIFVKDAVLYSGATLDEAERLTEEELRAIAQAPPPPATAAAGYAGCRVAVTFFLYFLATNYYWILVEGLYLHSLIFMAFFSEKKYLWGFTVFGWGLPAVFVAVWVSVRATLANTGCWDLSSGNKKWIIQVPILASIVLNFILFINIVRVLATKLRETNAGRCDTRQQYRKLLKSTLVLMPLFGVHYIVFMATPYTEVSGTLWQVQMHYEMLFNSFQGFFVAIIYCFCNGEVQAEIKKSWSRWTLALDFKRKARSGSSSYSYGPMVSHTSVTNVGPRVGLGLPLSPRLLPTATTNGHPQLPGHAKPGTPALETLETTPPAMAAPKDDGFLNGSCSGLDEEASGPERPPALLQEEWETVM
#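 HEK-293-derived GP2 cells expressing PTHR1 and a GloSensor cAMP reporter, 3,000/well, plated overnight, given luciferin plus IBMX (each 0.5 mM as added) for 1 h at 37 °C, then compound for 1 h at 37 °C. Luminescence was read after 15 min at room temperature.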
# GLP1R cytotox: cytotoxicity in counter-screen for GLP-1R inverse agonists; HEK293 cAMP-luciferase reporter cells, luminescence, 24 h; Potency, µM (doses to about 38.3 µM), inactives show top-dose activity change, negative = inhibition, hits mostly inhibitors; 410,000 tested, 0.13% active; AID 624418;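 also: loss of luciferase light is scored as toxicity; potency is read from the fitted curve at half-maximal effect; % is scaled to controls: 0 for no effect and ±100 for the full control effect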
#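 Compound-treated cells are incubated 24 hr at 37 deg C under 5% CO2 after a 12 hour attachment period, then luciferase detection reagent is added and luminescence is measured following 12 min at room temperature; lowered signal indicates toxicity.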
# GLP-1R inv ag: acts as inverse agonist at human GLP-1 receptor; P43220; HEK293 GLP-1R CRE-luciferase, luminescence, 24 h; GLP-1R form is constitutively active; Potency, µM (highest dose often 38.3 µM), without a hit: at the top dose activity change, negative = inhibition, most hits filed as inhibitors; 410,000 tested, 1.6% active; AID 624417; also: potency is read from the fitted curve at half-maximal effect; % is scaled to controls: 0 for no effect and ±100 for the full control effect; nearly all actives have a fitted effect of over 55% in size
#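 Inverse agonists were sought by their lowering of basal cAMP reporter luciferase output in HEK293 cells stably carrying constitutively active human GLP-1R, after 24 h compound treatment.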
# An asterisk follows results filed as active; i = inactive; ? = inconclusive; . = not tested or not shown; & = joins results of further samples; [ ] = dose if it differs, or a comment. Unless noted, calls follow the shape of the dose curve; as a rule, active = well fitted curve in the direction sought with a large enough effect; inconclusive = small, poorly fitted or top-dose-only effect, or another doubt; inactive = no such curve, though single readings can be large; an effect the other way counts as inactive or inconclusive. These rows are one share of the data; rates above refer to the full screens.
no.	Compound	EPAC1 ag	EPAC1 antag	PLK1 PBD block	GLP-1R agonist	PI5P4K alpha inh	IL-2 act	PTHR1 agonist	GLP1R cytotox	GLP-1R inv ag
1	CC(C)CNC(=O)COC(=O)/C=C/c1ccco1	1%	-12%	-6%	2%	-2	0.7	i	-1%	15%
2	O=C(NCc1ccccc1)c1onc(CSc2ccc(F)cc2)c1C(=O)NCc1ccccc1	-6%	-7%	5%	-1%	10	1.1	-12%	-1%	12%
3	N#Cc1ccc2nc3c(nc2c1)CCCC3	2%	11%	1%	11%	6	-0.3	-23%	-8%	55%[activator]
4	COc1ccc(C2(O)CCN(Cc3nnnn3Cc3ccc(C)cc3)CC2)cc1	12%	-8%	-2%	13%	.	-1.8	i	-26%	4%
5	Cc1ccc(C)c(-n2cc(CN3CCN(C(=O)c4ncn[nH]4)CC3)c(-c3ccccc3)n2)c1	-5%	-14%	-8%	11%	8	-0.6	-24%	-1%	?
6	O=C(CSc1nnnn1-c1ccccc1)CSc1nnnn1-c1ccccc1	22%	5%	-6%	-3%	.	-2.7	12%[57.5 µM]	2%	-13%
7	Cc1ccc(S(=O)(=O)N2CCC(C(=O)N3CCC[C@H]3C(=O)NCC(C)C)CC2)cc1	8%	-29%	-4%	-3%	1	-1.5	-9%	-20%	-43%
8	CC(/C=N/NC(=O)c1ccccc1F)=C\c1ccccc1	3%	1%	-8%	9%	8	-0.5	-12%	-12%	?
9	CCCC(=O)Nc1ccc(Br)c(Cl)c1	-4%	-1%	0%	2%	-4	0.1	-57%[inhibitor][57.5 µM]	-10%	?
10	Cc1cc(C)n(/N=C/c2ccccc2)c(=O)c1C#N	3%	9%	0%	-3%	.	-0.3	-2%	-10%	3%
11	CC(OC(=O)c1ccc(Cl)nc1)C(=O)NC(C)(C)C (stereo not given)	8%	9%	-3%	7%	7	9.1	i	5%	9%
12	CCN(CC)Cc1ccccc1Sc1ccccc1	-15%	-8%	-13%	-8%	1	0.9	i	-6%	?
13	CC(C)(C)NC(=O)COC(=O)c1ccc(Cl)c(S(N)(=O)=O)c1	11%	12%	-1%	1%	-2	-0.7	-14%	-1%	8%
14	CC(=O)NC1=NN(C(C)=O)C(C)(c2cccs2)S1 (stereo not given)	-15%	-10%	-14%	-13%	-1	-0.4	-1%[57.5 µM]	-31%	?
15	CCN(CC)CCC(c1ccc(N(C)C)cc1)c1c(O)cc(OC)cc1OC (stereo not given)	-15%	14%	4%	0%	4	-0.2	i	12%	-16%
16	CCC(Oc1ccccc1)C(=O)NC1C(=O)N2C1SC(C)(C)C2C(=O)O (stereo not given)	-3%	-10%	-1%	-6%&0%	-3	0.4	i	-11%	-1%
17	Cc1ccc(S(=O)(=O)NC(=O)COc2cc(C)ccc2C(C)C)cc1	-16%	-27%	0%	1%	4	-2.2	-18%	0%	?
18	O=C(CSc1n[nH]c(-c2cccs2)n1)NCc1ccc2c(c1)OCO2	2%	1%	-7%	-13%	-10	1.1	i	0%	1%
19	CN1CCC(=NNC(=O)C(=O)NC(C)(C)C)CC1	-3%	10%	0%	0%	.	-2.0	i	-3%	-10%
20	CSc1cnn(CCC#N)c(=O)n1	2%	-3%	-9%	7%	-1	-0.2	i	0%	7%
21	Cc1ccc(CN2CCN(/N=C/c3ccc(C)s3)CC2)cc1	-18%	14%	9%	2%	0	1.5	-14%	4%[1.53 µM]	?
22	O=C1CCC(Cc2ccccc2)N1 (stereo not given)	7%	-1%	-14%	-4%	.	-3.5	i	9%	0%
23	O=c1cc(O)nc(SCc2ccccc2)n1-c1ccc(F)cc1	-8%	-11%	-11%	-7%	.	1.2	-38%[inhibitor][57.5 µM]	-12%	-3%
24	Cc1cc(NC(=O)CSc2nnnn2C2CCCC2)no1	5%	-8%	-5%	15%	.	0.5	i	7%	9%
25	CCOc1ccccc1-n1c(SC(C)C(=O)NCC2CCCO2)nc2ccccc2c1=O (stereo not given)	0%	5%	-8%	8%	0	-0.1	-27%	-8%	8%
26	Cc1ccc(S(=O)(=O)NC(=O)Nc2ccc(OC(F)F)cc2)cc1	10%	2%	-3%	7%	1	1.3	i	0%	6%
27	CC(C)COc1ccc(C(=O)Nc2scc(-c3ccc(Cl)cc3Cl)c2C(N)=O)cc1	3%	-2%	-1%	0%	-7	0.1	-25%	-1%	?
28	COc1ccc(-n2nnnc2CNC(=O)c2ccc3c(c2)OCO3)cc1	-5%	-8%	-9%	3%	5	-1.4	i	-4%	11%
29	Nc1ccccc1SCC(=O)Nc1nc(-c2ccccc2)cs1	13%	-9%	-9%	8%	4	2.6	-35%[inhibitor]	0%	?
30	O=C(O)c1ccccc1C(=O)NCc1ccc(F)cc1	9%	8%	-5%	-3%	.	-2.3	i	0%	-7%
31	COc1ccc(OCCOC(=O)CNC(=O)c2ccc(Cl)cc2Cl)cc1	-4%	-2%	-7%	2%	6	0.7	8%	7%	7%
32	CCOC(=O)C(Cc1ccccc1)NC(C)=O (stereo not given)	2%	-2%	-6%	1%	-1	-4.1	-62%[inhibitor]	24%	15%
33	O=C(CSc1ncn[nH]1)NC12CC3CC(CC(C3)C1)C2	5%	1%	-9%	2%	4	-0.6	8%[57.5 µM]	3%	8%
34	Cc1ccc(-c2cc(C(=O)O)c3sc(N4CCCCC4)nc3n2)cc1	0%	-14%	-8%	-8%	-9	-0.7	i	19%	0%
35	CCOc1cc(S(=O)(=O)NCCc2cccc(C)c2)c(OCC)cc1-n1cnnn1	10%	-5%	0%	15%	.	-0.3	i	?	-1%
36	Cc1noc(COc2ccccc2OCC(N)=O)c1Cl	-1%	14%	-6%	11%	-3	-0.1	-4%[57.5 µM]	-2%	4%
37	COc1ccc(CN2CC(=O)N3[C@H]4c5cc(C)ccc5OC[C@@H]4[C@H](c4ccccc4)[C@]3(C)C2=O)cc1	-2%	-27%	-3%	0%	5	-0.4	-33%[inhibitor]	14%	?
38	CCCCn1nnnc1C(c1cc2ccccc2o1)N1CCN(CC(=O)N2CCCC2)CC1 (stereo not given)	9%	5%	-4%	-3%	2	-0.3	-12%	-3%	6%
39	O=C(O)C1CC=CCC1C(=O)Nc1ccccc1C(=O)N1CCN(c2ccccc2)CC1 (stereo not given)	-3%	7%	-7%	6%	-4	0.1	i	2%	16%
40	Cc1ccc(S(=O)(=O)Nc2nc(C)c(C(=O)NNS(=O)(=O)c3ccccc3)s2)cc1	-2%	10%	-1%	-2%	2	-1.0	i	5%	17%

# Single records, as listed above.
# Listed for `Nc1ccccc1SCC(=O)Nc1nc(-c2ccccc2)cs1` = EPAC1 ag: 13%; EPAC1 antag: -9%; PLK1 PBD block: -9%; GLP-1R agonist: 8%; PI5P4K alpha inh: 4; IL-2 act: 2.6; PTHR1 agonist: -35%[inhibitor]; GLP1R cytotox: 0%; GLP-1R inv ag: ?
# Listed for `COc1ccc(OCCOC(=O)CNC(=O)c2ccc(Cl)cc2Cl)cc1` = EPAC1 ag: -4%; EPAC1 antag: -2%; PLK1 PBD block: -7%; GLP-1R agonist: 2%; PI5P4K alpha inh: 6; IL-2 act: 0.7; PTHR1 agonist: 8%; GLP1R cytotox: 7%; GLP-1R inv ag: 7%

# The listing continues.
no.	Compound	EPAC1 ag	EPAC1 antag	PLK1 PBD block	GLP-1R agonist	PI5P4K alpha inh	IL-2 act	PTHR1 agonist	GLP1R cytotox	GLP-1R inv ag
41	O=C1CC(N2CCN(c3ccccc3)CC2)C(=O)N1c1ccc(Cl)cc1 (stereo not given)	11%	4%	2%	-5%	-2	-0.4	-47%[inhibitor]	0%	16%
42	Cc1ccc(SCC(=O)NNC(=O)CNC(=O)c2ccc(Br)cc2)cc1	-3%	-11%	-3%	5%	0	-0.4	-20%	2%	13%
43	CCO[C@@H]1OC(C(=O)N2CCOCC2)=C[C@H](C2CC2)[C@H]1CCCO	-16%	-12%	3%	-1%	0	-0.7	-6%	4%	14%
44	Cc1ccc2c(n1)sc1c(-c3ccccc3)c(C#N)c(N)nc12	15%	0%	-27%	2%	3	-0.2	-28%	53%[activator]	15%
45	COc1cccc(C(=O)N2CCN(c3nc4cc(C)cc(C)c4cc3C#N)CC2)c1	1%	-3%	4%	-1%	3	0.0	-4%	3%	5%
46	CCn1nc(C(=O)OCC(=O)N(CCC#N)c2ccccc2)c2ccccc2c1=O	6%	15%	-3%	4%	2	-5.2	i	-11%	9%
47	CC(C)NC(=O)c1nn(C)c2ccccc12	-1%	11%	0%	-18%	5	-0.3	i	-12%	1%
48	Cc1ccc(S(=O)(=O)N2CCN(S(=O)(=O)N3CCCCC3)CC2)cc1C	4%	-12%	-7%	0%	-1	0.8	-20%	10%	12%
49	CCCNc1nc2c(c(=O)n(C)c(=O)n2C)n1Cc1cccc(C)c1	2%	12%	2%	3%	.	-1.1	i	5%	4%
50	CCOc1ccc(CCNC(=O)COC(=O)COc2cc(C)cc(C)c2)cc1OCC	2%	3%	-5%	13%	-1	-3.0	i	9%	23%
51	Cc1cccnc1NC(=S)Nc1ncccc1C	5%	-1%	-11%	0%	8	0.6	i	12%	20%
52	CCOc1cc(-c2noc(CCC(=O)Nc3cccnc3)n2)ccc1OC	-3%	2%	1%	17%	-1	-0.5	-21%	-8%	0%
53	O=C1CCC/C(=N\NC(=O)c2ccc(COc3cccc4cccnc34)cc2)C1	2%	11%	-8%	8%	-9	0.0	i	17%	0%
54	COc1ccc(NC(=O)CSc2ccc(NC(C)=O)cc2)cc1S(=O)(=O)N1CCCCC1	6%	-27%	-6%	-1%	7	-0.1	-20%	0%	34%[activator]
55	CCOC(=O)c1sc2ncn(CC(=O)NCC3CCCO3)c(=O)c2c1C (stereo not given)	2%	11%	-13%	?	1	-1.1	-24%	-3%	5%
56	CCCCC(=O)Nc1nnc(/C=C/c2ccc(OC)cc2)s1	4%	?	-7%	0%	-4	1.1	-4%	12%	2%
57	O=C(Cn1cnc2c(nnn2Cc2ccc(F)cc2)c1=O)Nc1cccc(F)c1	6%	-9%	-3%	-3%	-2	-0.8	i	10%	2%
58	O=C(O)CSCc1nc2scc(-c3ccccc3)c2c(=O)[nH]1	1%	6%	-11%	1%	-9	0.3	-5%	7%	14%
59	CCc1ccc2nc(NC(=O)Cn3cnc4ccccc4c3=O)sc2c1	14%	-4%	0%	-3%	-1	-1.8	i	1%	2%
